Screening data deposited in PubChem BioAssay by several laboratories.
Keap1 Nrf2 FP = disrupts human Keap1 binding to Nrf2 peptide; Keap1 Kelch-Nrf2 peptide fluorescence polarization, 1536-well; inhibition, % at 9.4 µM; actives 0.15% (n = 340,000); AID 504523; in the data active means inhibition above about 12%;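 further: human Keap1 Kelch domain with fluorescein labeled Nrf2 9mer peptide probe; 0% = neutral control wells and 100% = peptide positive control; higher means more block of Keap1 binding to Nrf2 peptide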
LANA DNA inh = KSHV C-LANA DNA binding inhibition. inhibition, % at 9 µM. AID 504423. actives 0.078% (n = 340,000). MBP-C-LANA/FAM-LBS DNA binding, fluorescence polarization;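 active means highest replicate inhibition at or above 60% at 9 µM, even if other replicates fall short; inactive means all replicates below 60% inhibition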;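 further: 0% = neutral control wells and 100% = 4 µM acridine orange control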
SR-BI uptake up = activators of SR-BI mediated HDL lipid uptake; activation, % at 12.5 µM; actives 0.096% (n = 320,000); CHO ldlA[mSR-BI] cells, DiI-HDL uptake fluorescence, 3 h; 100 = double the neutral-control signal;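 active means mean replicate activation of at least 60% and every replicate at or above 60%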;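 further: 0% = median plate neutral-control signal and 100% = twice that signal; values of inactives mirror those of a sister screen read the other way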
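Material: SR-BI-overexpressing, LDLR-lacking CHO cells; schedule: compound exposure 3 h, 37 °C; reagent: DiI-labelled HDL at 10 µg/mL final; technique: bottom-read fluorescence, 550/595 nm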
PvdQ acylase = P. aeruginosa PvdQ acylase inhibition | inhibition, % at 10 µM | purified PvdQ acylase, fluorescence plate reader | actives 0.063% (n = 340,000) | AID 488965; in the data active means inhibition above about 30%, passing the limit was not always enough;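 further: 0% = vehicle neutral wells and 100% = reference inhibitor wells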
NSD2 HMT inh = inhibitors of human histone methyltransferase NSD2; O96028; NSD2 peptide methylation, AlphaScreen, 120 min; inhibition, % at 12.5 µM; actives 0.54% (n = 310,000); in the data active means inhibition above about 50%
Arr AP2 block = human beta-arrestin and AP2 interaction inhibition. FITC-arrestin peptide / GST-AP2 beads, flow cytometry; AP2 beta2 appendage carries R879A mutation. inhibition, % at 10 µM. actives 0.31% (n = 340,000);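 active means inhibition above a set limit, near 3 SD of compounds lacking own fluorescence, cut at about 54% in these data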;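 further: plate controls were DMSO wells for no effect and 5 µM unlabelled arrestin peptide for full effect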
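Assay system: GST-AP2 R879A bound to glutathione beads, E. coli-expressed; Medium: PBS with 0.05% Tween 20 and 0.1% BSA; Also added: fluorescein-tagged arrestin peptide at 50 nM final; Timing: 12 min plus 1 h, RT; Measured by: flow cytometry, FL1 (488/535 nm); Evaluation: percent drop in bead-associated FITC signal.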
PKA-R2B act = activators of human PKA-R2B complex. AID 504700. activation, % at 11.4 µM. actives 0.079% (n = 340,000). P22694+P31323. PKA-R2B holoenzyme dissociation, Cy5-IP20 fluorescence polarization; R2B truncated from residue 108, S112A mutant; 0% DMSO only, 100% 113 µM cGMP;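 active means activation above a cutoff set at the mean over all compounds plus 3 SD, cut at about 18% in these data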;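 further: higher means more holoenzyme dissociation and a rise in polarization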
Target sequence (P31323 whole entry, looked up, other chains not shown, the tested form may be a part): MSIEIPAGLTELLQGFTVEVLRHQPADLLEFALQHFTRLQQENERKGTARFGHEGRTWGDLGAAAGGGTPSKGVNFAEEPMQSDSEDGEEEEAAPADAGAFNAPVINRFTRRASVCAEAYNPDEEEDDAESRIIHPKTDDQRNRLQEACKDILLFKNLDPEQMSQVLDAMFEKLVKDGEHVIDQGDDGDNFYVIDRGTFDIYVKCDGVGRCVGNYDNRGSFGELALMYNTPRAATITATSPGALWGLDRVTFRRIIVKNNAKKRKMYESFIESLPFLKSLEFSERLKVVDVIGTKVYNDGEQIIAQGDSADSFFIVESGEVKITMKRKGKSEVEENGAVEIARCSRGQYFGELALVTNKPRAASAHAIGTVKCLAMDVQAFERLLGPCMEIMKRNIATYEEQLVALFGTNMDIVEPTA
SR-BI DiI inh = mouse SR-BI HDL lipid transfer inhibition. Q61009. ldlA[mSR-BI] CHO cells, DiI-HDL uptake fluorescence, 3 h. inhibition, % at 12.5 µM. actives 0.96% (n = 320,000). AID 488896;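 active means mean replicate inhibition of at least 70% and a set share of replicates each scoring 70 or more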;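 further: 0% = median of neutral control wells and 100% = median of positive control wells; values of inactives mirror those of a sister screen read the other way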
Target sequence (Q61009 whole entry, looked up): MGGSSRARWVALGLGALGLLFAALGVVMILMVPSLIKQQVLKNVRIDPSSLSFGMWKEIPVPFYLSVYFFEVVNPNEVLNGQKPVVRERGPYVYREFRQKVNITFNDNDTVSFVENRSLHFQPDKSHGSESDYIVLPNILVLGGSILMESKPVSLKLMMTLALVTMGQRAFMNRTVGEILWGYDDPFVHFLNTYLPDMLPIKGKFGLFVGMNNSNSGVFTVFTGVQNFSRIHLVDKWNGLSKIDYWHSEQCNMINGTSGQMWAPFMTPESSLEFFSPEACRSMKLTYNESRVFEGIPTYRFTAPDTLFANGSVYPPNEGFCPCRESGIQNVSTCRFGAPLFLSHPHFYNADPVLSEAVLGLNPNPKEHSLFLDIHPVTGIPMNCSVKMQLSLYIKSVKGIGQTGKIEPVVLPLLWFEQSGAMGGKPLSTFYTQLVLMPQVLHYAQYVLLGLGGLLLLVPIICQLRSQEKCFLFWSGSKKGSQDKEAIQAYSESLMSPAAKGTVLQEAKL
RTF Ca sens inh = cardiac RTF calcium desensitization; IANBD-labeled cardiac RTF, Ca2+ fluorescence; inhibition, % at 7.15 µM; P19429+P45379; actives 0.12% (n = 340,000);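 active means inhibition above the mean inhibition of all tested compounds plus 3 SD, cut at about 17% in these data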;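 further: assay run at fixed EC70 calcium of 1.6 mM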
DAGLB inh = diacylglycerol lipase beta (human) inhibition; HEK293T DAGLB membrane lysate, EnzChek fluorogenic substrate; actives 0.059% (n = 340,000); Q8NCG7; AID 504411; inhibition, % at 5.17 µM; in the data active means inhibition above about 34%;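 further: 0% = enzyme with vehicle and 100% = wells lacking enzyme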
The depositor's hits bear a star; x = not tested or not shown.

SMILES	Keap1 Nrf2 FP	LANA DNA inh	SR-BI uptake up	PvdQ acylase	NSD2 HMT inh	Arr AP2 block	PKA-R2B act	SR-BI DiI inh	RTF Ca sens inh	DAGLB inh
CCOC(=O)Cn1c(=O)oc2cc(S(=O)(=O)N3CCN(c4ccccn4)CC3)ccc21	1	0.1	7	2	x	5	-9	-4	-6	-4
O=S1(=O)c2ccc(Br)cc2N2CCC[C@H]2CN1Cc1ccccc1	1	1.4	-40	1	x	-8	4	40	-3	-12
CCCCOc1ccc(OCCCN2CCOCC2)cc1	-8	1.8	18	-8	x	2	1	-3	-3	-2
COc1cccc(CN(C)CCCn2ccc(NC(=O)OCc3ccccc3)nc2=O)c1	-6	-0.5	3	-10	x	-5	10	-3	-7	0
Cc1n[nH]c(C)c1S(=O)(=O)N1CCOCC1	1	0.7	25	-8	-1	4	-14	-25	4	-2
CCCN1CCC(=O)N([C@H](CSc2ccc(OC)cc2)Cc2ccccc2)CC1	0	-0.1	22	-10	x	-9	-5	-22	1	-2
CCOCCOC(=O)c1ccc(NC(=O)c2cc3ccccc3o2)cc1	0	-1.5	-20	-7	-4	8	-5	20	-2	-3
CN(CC1CCCN(CCc2ccc(Cl)cc2)C1)C(=O)c1ccc2nc[nH]c2c1 (stereo not drawn)	1	0.7	16	-8	23	-11	-5	-16	2	-2
O=C(c1ccccc1Cl)N1CCn2c1nc1ccccc12	1	0.4	31	-11	0	2	1	-31	1	1
COC(=O)c1ccccc1NC(=O)N1CSC[C@H]1C(=O)OC	-6	0.0	6	-1	-3	9	-3	-6	-7	-2
CC1CCCN(CC(=O)Nc2ccc(S(=O)(=O)NC3CCCCC3)cc2)C1 (stereo not drawn)	1	2.8	1	7	-1	15	4	-1	0	-5
CCC(C)[C@H](NC(=O)N1CC(=O)Nc2ccccc21)C(=O)NC(C)CCc1ccccc1 (stereo partly drawn)	1	3.5	-9	-17	-3	1	-1	9	-3	0
N#C/C(C(=O)N1CCOCC1)=C1/SC(Cc2ccccc2)C(=O)N1c1ccccc1 (stereo not drawn)	-2	-1.3	7	0	2	20	-2	-7	-1	-1
CCOC(=O)c1cnc(SC)nc1Sc1ccccc1Cl	-2	-1.5	-14	-10	-2	-2	-7	14	-7	-10
COc1ccc(NC(=O)NC2CCCCCCC2)cc1OC	-1	-0.1	1	7	-3	-1	-6	-1	4	0
O=C(c1ccc(C23CC4CC(CC(C4)C2)C3)o1)N1CCOCC1	1	0.2	8	15	3	9	4	-8	-4	-1
Cc1ccc(CNC(=O)C(=O)NCC2OCCN2S(=O)(=O)c2ccc(Br)cc2)cc1 (stereo not drawn)	-5	-0.3	-9	0	x	-6	-4	9	-2	0
CCCN1C(=O)C2(/C(=C(\O)c3ccc4c(c3)OCCO4)C(=O)C(=O)N2CCCOC)c2ccccc21 (stereo not drawn)	-5	-0.1	31	-15	-3	3	-12	-31	-2	1
Cc1ccc2c(c1)c(CC(=O)Nc1ccc(F)cc1)c(C(=O)O)n2C	-4	0.6	9	-8	5	1	0	-9	-4	3
CC(C)Cn1cc(C(=O)NCCCN2CCCC2=O)c2c3ccccc3n(C)c2c1=O	-1	-1.4	11	5	-2	-1	-7	-11	-5	1
CC(C)(C)n1cn[nH]c1=S	-2	2.8	2	10	4	11	-6	-2	-11	-4
CCN(CC)S(=O)(=O)c1cccc(NC(=O)COc2ccc(C#N)cc2OC)c1	-6	-0.1	-14	-5	0	0	-6	14	-5	0
COc1ccc(C(CNC(=O)COc2cccc(C)c2)N2CCCC2)cc1 (stereo not drawn)	0	-1.6	28	-11	0	0	5	-28	-3	0
C=CCNC(=O)/C=C/c1cccs1	-2	0.7	8	3	-3	12	-5	-8	-8	0
Cc1ccc2oc(=O)n(CCCOc3ccccc3)c2c1	-2	1.0	-19	1	-12	-6	-4	19	-4	-11
O=C(NCCNCCO)c1c(O)c2cccc3c2n(c1=O)CCC3	-5	-0.4	-11	-3	0	7	-9	11	11	2
Cc1cc(N2CCCCCC2)nc2ccc(F)cc12	-5	-0.2	7	-7	-9	3	-5	-7	-1	-3
CC(C)NC(=O)c1c(CSc2ccccc2)noc1C(=O)NCc1ccccc1	-4	-2.8	11	10	x	5	-3	-11	-3	-8
COc1ccccc1NC(=O)c1ccc(NC(=O)COC(=O)CCC2CCCC2)cc1	1	0.3	-45	-7	x	-4	7	45	1	-4
CC(C)(C)C(=O)Nc1ccc(S(=O)(=O)c2ccc(NC(=O)C(C)(C)C)cc2)cc1	-5	-0.2	13	4	15	13	-1	-13	-9	-2
Cc1cc(=O)oc2cc(NC(=O)c3cccc(F)c3)ccc12	-1	-4.7	-12	-8	2	8	-3	12	-4	1
COc1ccc(N2CCN(C(CNC(=O)c3ccc4c(c3)OCO4)c3ccco3)CC2)cc1 (stereo not drawn)	-3	2.5	-18	-19	4	-11	-8	18	0	-2
CCn1c(C)nc2cc(C(=O)NNS(=O)(=O)c3ccc(C)c(C)c3)ccc21	-6	-0.7	13	9	-1	2	-4	-13	0	5
OC(CNCc1cccs1)c1ccccc1 (stereo not drawn)	-4	-1.0	7	-13	-2	3	0	-7	-8	-1
CC12CCC(C(=O)Nc3ccc4c(c3)OCCO4)(OC1=O)C2(C)C (stereo not drawn)	-7	0.0	14	-7	24	-3	2	-14	3	2
Cc1ccccc1-c1nc(CS(=O)CC(=O)NCCN2CCOCC2)c(C)o1 (stereo not drawn)	-8	0.0	26	-5	x	2	5	-26	-5	0
CCN1CCCC1CNCc1ccccc1OCc1ccc(F)cc1 (stereo not drawn)	-6	-0.5	-10	-14	15	2	-3	10	-8	-3
O=P(O)(CCc1ccccn1)CN1CCCCC1	-1	-0.7	41	-2	16	-3	-2	-41	5	3
COc1cc2nc(C)sc2cc1SC	2	-2.1	13	-8	-5	10	11	-12	-1	1
CCC(c1nnc(SCC(=O)Nc2ccc(S(N)(=O)=O)cc2)n1Cc1ccccc1)N(C)C (stereo not drawn)	-4	-1.9	21	3	0	33	12	-21	5	2
CC1(C)CC(=O)C(N=Nc2c(F)cccc2F)=C(O)C1	38*	28	7	-14	-1	-1	x	-7	x	x
CC1(C)C(=O)C=CC(=O)C(C)(C)C(=O)C=CC(=O)C(C)(C)C2=CC=C(O2)C(C)(C)C(=O)C=CC1=O	-16	-0.3	3	-14	2	-5	-5	-3	3	0
Cc1cccc(C)c1NC(=O)NC1(C(=O)N2CCCCC2)CCCCC1	-2	-0.4	12	-20	0	-2	3	-12	-9	-1
Cc1ccc(CC(=O)NCCc2ccc(S(N)(=O)=O)cc2)cc1	3	0.1	5	-11	-7	18	7	-5	-6	-3
CC(C(=O)N1CCCc2c1c(=O)oc1ccc(O)cc21)N1CCc2ccccc2C1 (stereo not drawn)	1	-1.4	-12	2	4	34	-1	12	-1	-5
Cc1cc(=O)oc2cc(OCC(=O)Nc3ccc(N4CCC(C)CC4)cc3)ccc12	-4	0.1	-23	-26	15	0	6	23	-4	12
Cc1onc(-c2ccccc2)c1C(=O)NC(=S)NNC(=O)c1ccncc1	1	-1.0	1	-10	-7	-2	6	-1	-15	2
COc1ccc(S(=O)(=O)Nc2ccccc2OC)cc1C	-2	-0.2	14	-10	-1	-3	-4	-14	-2	2
FC(F)(F)c1ccccc1/C=N/N1CCN(Cc2ccccc2)CC1	2	2.4	22	-14	32	-9	-6	-22	-4	-23
O=C(CN(CC1CCCO1)C(=O)CNS(=O)(=O)c1ccc(Cl)cc1)NCc1ccco1 (stereo not drawn)	2	-0.5	6	9	2	23	3	-6	-4	-4
CCc1c(C)sc(NC(=O)Cn2nc(C(F)(F)F)c3c2CCCC3)c1C#N	5	0.6	6	2	3	11	-2	-6	-14	-11
Cc1cccc(-c2noc(CCCC(=O)NC3CCCC3)n2)c1	-1	-2.6	-11	-13	-1	-24	3	11	-7	-1
CCN(CC)S(=O)(=O)c1ccc(C(=O)Oc2ccc3c(c2)OCO3)cc1	1	1.1	16	-3	-2	17	-4	-16	9	-4
O=C(COC(=O)c1cccc2ccccc12)NCCCc1ccccc1	1	-0.2	24	-4	-1	0	-8	-24	3	-9
CN1C[C@@H]2C[C@@H](c3ccc(C#CC(C)(C)O)s3)N3CCC[C@@]23C1=O	0	1.4	-2	-2	0	18	-3	2	1	-5

Arranged by SMILES length (ascending): part of the list above.
SMILES	Keap1 Nrf2 FP	LANA DNA inh	SR-BI uptake up	PvdQ acylase	NSD2 HMT inh	Arr AP2 block	PKA-R2B act	SR-BI DiI inh	RTF Ca sens inh	DAGLB inh
COc1ccc(S(=O)(=O)Nc2ccccc2OC)cc1C	-2	-0.2	14	-10	-1	-3	-4	-14	-2	2
CC1(C)CC(=O)C(N=Nc2c(F)cccc2F)=C(O)C1	38*	28	7	-14	-1	-1	x	-7	x	x
O=C(COC(=O)c1cccc2ccccc12)NCCCc1ccccc1	1	-0.2	24	-4	-1	0	-8	-24	3	-9
Cc1ccc(CC(=O)NCCc2ccc(S(N)(=O)=O)cc2)cc1	3	0.1	5	-11	-7	18	7	-5	-6	-3
Cc1cccc(C)c1NC(=O)NC1(C(=O)N2CCCCC2)CCCCC1	-2	-0.4	12	-20	0	-2	3	-12	-9	-1
Cc1onc(-c2ccccc2)c1C(=O)NC(=S)NNC(=O)c1ccncc1	1	-1.0	1	-10	-7	-2	6	-1	-15	2
CCN(CC)S(=O)(=O)c1ccc(C(=O)Oc2ccc3c(c2)OCO3)cc1	1	1.1	16	-3	-2	17	-4	-16	9	-4
Cc1cc(=O)oc2cc(OCC(=O)Nc3ccc(N4CCC(C)CC4)cc3)ccc12	-4	0.1	-23	-26	15	0	6	23	-4	12
O=C(CN(CC1CCCO1)C(=O)CNS(=O)(=O)c1ccc(Cl)cc1)NCc1ccco1 (stereo not drawn)	2	-0.5	6	9	2	23	3	-6	-4	-4
CN1C[C@@H]2C[C@@H](c3ccc(C#CC(C)(C)O)s3)N3CCC[C@@]23C1=O	0	1.4	-2	-2	0	18	-3	2	1	-5
CC1(C)C(=O)C=CC(=O)C(C)(C)C(=O)C=CC(=O)C(C)(C)C2=CC=C(O2)C(C)(C)C(=O)C=CC1=O	-16	-0.3	3	-14	2	-5	-5	-3	3	0

Random draw from the library; overall some 2.1% were active at least once.
